# TDP-43 yeast inh = qHTS of TDP-43 Inhibitors | 410,000 tested, 1.8% active | TDP-43 expressing yeast growth rescue, BacTiter-Glo, 24 h | Potency, µM (top dose mostly 46.1 µM), for inactives: at the highest dose growth rescue (activation), usual class: activators | AID 652104, 2013; note: potency is the fitted concentration of half-maximal effect; % of control where 0% means no effect; nearly all actives have a fitted effect of over 50% in size
#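 Yeast cells expressing TDP-43 under galactose induction are exposed to compounds for 24 hr at 30 deg C. BacTiter-Glo luminescence measures growth, so protective compounds score as activators.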
# aSyn yeast inh = qHTS of alpha-syn Inhibitors; Yeast expressing alpha-synuclein, growth rescue, BacTiter-Glo, 24 h; Potency, µM (top dose mostly 46.1 µM), inactives show top-dose growth rescue (activation), most hits filed as activators; 370,000 tested, 0.14% active; note: potency is the fitted concentration of half-maximal effect; % of control where 0% means no effect; nearly all actives have a fitted effect of over 65% in size
#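 Screening used galactose-induced yeast with toxic alpha-synuclein levels, exposed to compound for 24 hr at 30 deg C. Cell growth, read with BacTiter-Glo luminescence, gave the measured signal.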
# GLP1R cytotox = qHTS of GLP-1 Receptor Inverse Agonists: Cytotox Screen; AID 624418, 2012; HEK293 cAMP-luciferase reporter cells, luminescence, 24 h; 410,000 tested, 0.13% active; Potency, µM (series often up to 38.3 µM), for inactives: top-dose activity change, negative = inhibition, most hits filed as inhibitors;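 note: loss of luciferase light is scored as toxicity; potency is the fitted concentration of half-maximal effect; % is set by controls: 0 for no effect and ±100 for the full control effect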
#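 Luminescence readout: signal drop marks cytotoxicity. Plated cells grew 12 h at 37 °C, 5% CO2, received 23 nL compound for 24 h, then got luciferase reagent, read after 12 min at RT.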
# PTHR1 agonist = qHTS for PTHR1 Agonists: Primary Screen. Parathyroid hormone/parathyroid hormone-related peptide receptor (Homo sapiens), Q03431. HEK293 GP2 PTHR1 cells, GloSensor cAMP luminescence, 1 h. Potency, µM (doses to about 115 µM), without a hit: top-dose activation, usual class: activators. 410,000 tested, 0.075% active; note: potency is the fitted concentration of half-maximal effect; nearly all actives have a fitted effect of over 55% in size; some results filed as inactive show a strong effect at the top dose; inactives centre near -15; many of its hits are not listed in these tables
# Target sequence (Q03431 whole entry, looked up): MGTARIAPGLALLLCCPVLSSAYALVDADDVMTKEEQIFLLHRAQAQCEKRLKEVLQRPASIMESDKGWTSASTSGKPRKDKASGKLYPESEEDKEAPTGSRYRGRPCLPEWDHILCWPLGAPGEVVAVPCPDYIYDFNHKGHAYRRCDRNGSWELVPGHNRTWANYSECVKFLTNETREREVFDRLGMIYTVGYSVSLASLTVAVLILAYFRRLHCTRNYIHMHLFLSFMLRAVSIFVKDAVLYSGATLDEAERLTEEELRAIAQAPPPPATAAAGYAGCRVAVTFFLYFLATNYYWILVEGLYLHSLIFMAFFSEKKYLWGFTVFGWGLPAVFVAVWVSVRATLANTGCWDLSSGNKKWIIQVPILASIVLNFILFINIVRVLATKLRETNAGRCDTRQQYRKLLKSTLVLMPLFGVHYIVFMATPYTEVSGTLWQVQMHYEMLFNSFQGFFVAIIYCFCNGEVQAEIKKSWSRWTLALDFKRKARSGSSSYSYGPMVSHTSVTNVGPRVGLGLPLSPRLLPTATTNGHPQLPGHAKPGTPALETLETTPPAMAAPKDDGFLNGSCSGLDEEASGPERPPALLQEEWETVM
#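 HEK-293-derived GP2 cells expressing PTHR1 and a GloSensor cAMP reporter, 3,000/well, plated overnight, given luciferin plus IBMX (each 0.5 mM as added) for 1 h at 37 °C, then compound for 1 h at 37 °C. Luminescence was read after 15 min at room temperature.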
# GLP-1R inv ag = qHTS of GLP-1 Receptor Inverse Agonists (Inhibition Mode) | HEK293 GLP-1R CRE-luciferase, luminescence, 24 h; GLP-1R form is constitutively active | Glucagon-like peptide 1 receptor (Homo sapiens), P43220 | 410,000 tested, 1.6% active | Potency, µM (series often up to 38.3 µM), inactives show top-dose activity change, negative = inhibition, hits mostly inhibitors; note: potency is the fitted concentration of half-maximal effect; % is set by controls: 0 for no effect and ±100 for the full control effect; nearly all actives have a fitted effect of over 55% in size
# Target sequence (P43220 whole entry, looked up): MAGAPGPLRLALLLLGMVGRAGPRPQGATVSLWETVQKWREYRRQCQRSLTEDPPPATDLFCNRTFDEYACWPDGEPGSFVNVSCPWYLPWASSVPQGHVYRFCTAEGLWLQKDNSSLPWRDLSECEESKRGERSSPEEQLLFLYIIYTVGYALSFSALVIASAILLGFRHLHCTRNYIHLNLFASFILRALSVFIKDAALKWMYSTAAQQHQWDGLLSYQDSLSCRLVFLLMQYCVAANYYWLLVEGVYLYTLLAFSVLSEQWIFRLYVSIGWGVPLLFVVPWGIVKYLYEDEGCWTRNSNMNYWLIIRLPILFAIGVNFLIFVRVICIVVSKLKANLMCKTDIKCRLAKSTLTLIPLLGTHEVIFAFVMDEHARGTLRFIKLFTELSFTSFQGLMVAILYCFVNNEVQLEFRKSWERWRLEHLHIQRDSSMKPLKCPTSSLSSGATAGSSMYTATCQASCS
#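 Using stably transfected HEK293 (constitutively active GLP-1R, cAMP-luciferase reporter), compounds were incubated 24 hr and luciferase measured by luminescence.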
# Abeta rescue = qHTS for compounds that reverse cellular toxicity of Amyloid beta (A-beta) peptide in yeast: Primary Screen. yeast expressing A-beta42, growth rescue, OD600, 48 h; response scale: 0% DMSO, 100% iron-clioquinol control. Potency, µM (doses to about 46.1 µM), without a hit: at the highest dose growth rescue, actives largely listed as activators. 410,000 tested, 0.063% active; note: potency is the fitted concentration of half-maximal effect; nearly all actives have a fitted effect of over 55% in size
#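 Yeast A-beta toxicity model in growth medium with pinned compounds, 48 h at 30 C; growth read as absorbance at 600 nm. Normalized to FeCl3/clioquinol equimolar mix (positive) and DMSO (negative).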
# FUS suppressor = qHTS for Suppressors of FUS Proteinopathy: Primary screen using FUS-linked yeast assay; S. cerevisiae FUS-expressing, growth rescue, OD600, 24 h; Potency, µM (titrated, usually from 76.6 µM), for inactives: at the highest dose growth rescue (activation), most hits filed as activators; 390,000 tested, 0.24% active;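 note: potency is the fitted concentration of half-maximal effect; plate controls were DMSO vehicle for no effect and reference control for full effect; nearly all actives have a fitted effect of over 55% in size; some results filed as inactive show a strong effect at the top dose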
#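 Quantitative HTS measuring growth restoration of FUS-toxic yeast. Galactose-induced cells (OD 0.005) were exposed 24hr at 30C to compounds at several concentrations, then absorbance at 600 nm was recorded.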
# Akt phos inh = HTS Assay for Inhibitors of Akt Phophorylation: Primary Screen | Neuro2A IGF-stimulated pAkt S473 HTRF, 20 min; stronger effect = lower value | activity change, % for hits at 50 µM | 360,000 tested, 0.32% active | AID 651550, 2012; in the data active = activity change below about -80%; inconclusive = mostly about -51% to -80%; note: % is set by controls: 0 for no effect and ±100 for the full control effect
#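 Neuro2A cells (4,500/well, DMEM with 0.5% FBS) were treated with compound at a single 50 µM final concentration, stimulated with 6 nM IGF for 20 min at 37 °C, and lysed. Phospho-Akt Ser473 was read by HTRF as 665/615 ratio ×10^4.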
# Mm-Cpn inhibitor = Inhibitors of TCP-1 ring complex (TRiC) of Methanococcus maripaludis (MmCpn): qHTS | Chaperonin Mm-Cpn (Methanococcus maripaludis) | purified Mm-Cpn ATPase, ADP Transcreener TR-FRET | Potency, µM (highest dose often 76.9 µM), for inactives: at the top dose activity, negative = inhibition, most hits filed as inhibitors | 330,000 tested, 0.031% active | AID 504842, 2011; note: potency is the fitted concentration of half-maximal effect; % is set by controls: 0 for no effect and ±100 for the full control effect; nearly all actives have a fitted effect of over 80% in size
#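 ATP (10 uM final) was added to archaeal chaperonin (25 nM final) after 10 min exposure to test compound at 37°C; after 30 min further incubation, ADP was detected by competitive TR-FRET.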
# * marks the source's active call; other numbers are inactive results; i = inactive; ? = inconclusive; . = not tested or not shown; & = joins results of further samples; [ ] = dose if it differs, or a comment. Unless noted, calls come from the whole dose curve; as a rule, active = well fitted curve in the direction sought with a large enough effect; inconclusive = small, poorly fitted or top-dose-only effect, or another doubt; inactive = no such curve, though single readings can be large; an effect the other way counts as inactive or inconclusive.
# Second line of a record: TDP-43 yeast inh, aSyn yeast inh, GLP1R cytotox, PTHR1 agonist, GLP-1R inv ag, Abeta rescue, FUS suppressor, Akt phos inh, Mm-Cpn inhibitor
CCC(C)NC(=O)Cn1c(=O)n(-c2ccc(OC)cc2)c(=O)c2ccc(C(=O)NCc3ccc(C)cc3)cc21 (stereo unspecified)
  11.2%, -0.5%, 2.7%, -10.3%, 28.7%, -7.3%, 8.9%, i, -5.3%
NS(=O)(=O)c1ccc(CCNC(=O)c2cccc3ccccc23)cc1
  -10.4%, -9.7%, -18.5%, i, 10.1%, 2.0%, 11.4%, i, 0.1%
O=C(NCc1ccc(Cl)cc1)N1CCN(S(=O)(=O)c2ccccc2)CC1
  -0.8%, 1.5%, -14.8%, -15.9%, ?, -14.2%, 1.2%, i, 0.5%
Cc1cc(-n2c(C)nc3ccccc3c2=O)ccc1NC(=O)c1ccc([N+](=O)[O-])cc1
  15.9%, ., -8.0%, -0.7%, 1.6%, -18.3%, 1.4%, ., .
COc1cccc(NC(=O)CN(C)C(=O)c2c(C)nn(CC(C)C)c2Cl)c1
  6.9%, -0.7%[1.84 µM], -0.2%, -18.5%, -16.3%, 8.8%, 5.9%, i, -0.5%
CC(C)OC(=O)CN1CCN(S(=O)(=O)c2cc(Cl)ccc2Cl)CC1
  7.0%, 8.7%, 9.9%, -4.8%, -23.2%, 11.8%, -6.2%, i, -0.4%
CCOC(=O)C(Cc1nc(OCc2ccccc2)cc(OCc2ccccc2)n1)=NO
  0.0%, 14.7%, -14.7%, -34.7%[inhibitor], ?, 7.4%, ., i, .
COc1ccc(-n2nnc3c(=O)n(CC(=O)Nc4cc(C)on4)cnc32)cc1
  2.8%, -0.6%, 5.3%, i, 2.0%, -14.3%, 11.0%, i, -5.4%
COC(=O)c1sc2nc(C)nc(SCC(=O)Nc3sccc3C(N)=O)c2c1C
  11.7%, -5.6%, -3.8%, -33.1%[inhibitor], 27.4%, -18.0%, ?, i, -1.8%
O=S(=O)(c1cccc(Br)c1)N1CCN(CCc2ccccc2)CC1
  -16.0%, -1.9%, -5.6%, -25.5%, ?, 14.0%, 6.9%, i, -0.7%
O=C(NCCCN1CCCCCC1)c1ccc2c(c1)NC(=O)C(N1CCOCC1)S2 (stereo unspecified)
  10.0%, -1.8%, -0.2%, i, 1.5%, -0.3%, 20.6%, i, -0.4%
N#CCCn1c(SCC(=O)NCC2CCCO2)nc2ccccc21 (stereo unspecified)
  1.2%, -2.2%, -3.8%, i, -7.0%, 5.3%, 10.4%, i, -0.3%
O=C(NN=C1CCCC1)c1cccc(Br)c1
  -1.6%, -0.8%, -2.6%, i, 1.4%, -11.7%, -9.6%, i, 0.5%
CCOC(=O)N1CCN(C(=O)CN(C)S(=O)(=O)c2ccc3c(c2)C(C)(C)C(=O)N3C)CC1
  8.3%, 1.0%, 1.0%, -0.2%[57.5 µM], 16.8%, 2.8%, 3.5%, i, -0.8%
OCC1OC(n2cnc3c(NCc4ccco4)ncnc32)C(O)C1O (stereo unspecified)
  0.0%, 5.8%&-4.2%, -29.1%, i, 10.1%, 0.1%, ., i, .

# The final three compounds of the section above come first, to join the parts:
# Second line of a record: TDP-43 yeast inh, aSyn yeast inh, GLP1R cytotox, PTHR1 agonist, GLP-1R inv ag, Abeta rescue, FUS suppressor, Akt phos inh, Mm-Cpn inhibitor
O=C(NN=C1CCCC1)c1cccc(Br)c1
  -1.6%, -0.8%, -2.6%, i, 1.4%, -11.7%, -9.6%, i, 0.5%
CCOC(=O)N1CCN(C(=O)CN(C)S(=O)(=O)c2ccc3c(c2)C(C)(C)C(=O)N3C)CC1
  8.3%, 1.0%, 1.0%, -0.2%[57.5 µM], 16.8%, 2.8%, 3.5%, i, -0.8%
OCC1OC(n2cnc3c(NCc4ccco4)ncnc32)C(O)C1O (stereo unspecified)
  0.0%, 5.8%&-4.2%, -29.1%, i, 10.1%, 0.1%, ., i, .
O=C(CCCC(=O)NC1CCCC1)NC1CCCC1
  24.0%, -4.8%, 0.8%, -23.5%, 14.8%, -6.7%, ., i, -4.0%
COc1ccc(NS(=O)(=O)c2cc(NC(=O)[C@@H](NC(=O)c3ccccc3)C(C)C)ccc2C)cc1
  -12.6%, 3.7%, ?, -3.1%, ?, 2.7%, ., i, ?
COCCC(=O)N1CCC(Oc2ccc(C(=O)N(C)C(C)c3ccon3)cc2)CC1 (stereo unspecified)
  14.9%, 6.8%, 5.8%, -21.2%, -8.7%, 14.9%, 4.4%, i, -11.0%
CCCCc1nnc(NC(=O)CCS(=O)(=O)c2ccc(Cl)cc2)s1
  22.3%, 1.0%, 3.2%, -9.2%, 11.3%, -8.9%, -22.5%, i, -3.7%
CCOC(=O)c1ccc(NC(=O)Nn2cnnc2)cc1
  21.9%, 3.1%, 2.9%, -9.7%, -7.0%, -8.2%, -13.1%, i, 0.9%
Cc1sc2ncnc(N3CCC(C(=O)Nc4ccc(C#N)cc4)CC3)c2c1C
  15.7%, -6.9%, -3.2%, i, -2.5%, -15.2%, 29.8%, i, -5.0%
Cc1cc(C(=O)COC(=O)CCC(=O)c2ccc3c(c2)OCCO3)c(C)n1Cc1ccco1
  3.4%, 6.8%, 0.4%, i, 5.9%, 18.1%, 15.0%, i, -6.6%
COc1ccc(NC(=O)c2cc3c(s2)CCC3)cc1S(=O)(=O)N1CCOCC1
  17.5%, -0.7%, 1.9%, -33.4%[inhibitor], 13.4%, 1.0%, ?, i, -0.6%
O=S(=O)(Nc1cccc(-c2cn3cccnc3n2)c1)c1ccc(-c2ccccc2)cc1
  0.1%, 9.3%, 60.8%[activator], -8.8%, 0.5%, 3.0%, ?, i, -2.1%
Cc1ccc2ccc(C(Nc3cccc(C(F)(F)F)c3)c3cccnc3)c(O)c2n1 (stereo unspecified)
  -4.5%, ?, -4.6%, -26.1%, -15.6%, -31.1%[inhibitor], -8.5%, i, 0.2%
CCCn1ncc(CN2CCN(Cc3ccc(C)o3)C(CCO)C2)c1C (stereo unspecified)
  -9.5%, -6.3%, 3.5%, -3.8%, -6.1%, -4.6%, 2.4%, i, -0.7%
O=C(CN1C(=O)NC2(CCCC2)C1=O)NCc1cccc(Cl)c1
  -7.7%, -4.2%, ?, -10.7%, -29.9%, -57.9%[inhibitor], 9.1%, i, 2.8%
Cc1ccc(CNC(=O)C2CCN(S(=O)(=O)c3c(C)noc3/C=C/c3ccco3)CC2)cc1
  13.2%, -0.5%, ?, i, -13.9%, -4.6%, 23.1%, i, 0.0%
COc1ccccc1/C=N\Nc1cn[nH]c(=O)c1Cl
  -9.2%, -1.6%, 7.6%, i, 112.9%[activator], -10.4%, 1.9%, i, 0.8%
COC(=O)c1ccccc1NC(=O)Nc1cccs1
  0.6%, -4.7%, 21.8%, i, 11.2%, -7.9%, 20.0%, i, 0.1%
Cc1cc(C)n2nc(CNS(=O)(=O)c3c(F)c(F)c(F)c(F)c3F)nc2n1
  16.2%, -11.7%, 1.2%, i, 12.6%, 6.1%, -6.0%, i, -1.6%
Cn1ccc2c(N3c4ccccc4CCc4ccccc43)cc3c(c21)C1CCC3C1 (stereo unspecified)
  2.5%, -1.3%, -8.8%, -9.6%, ?, 2.8%, 40.8%, i, .
CN(C)CC1(C)Cc2ccsc2C1O (stereo unspecified)
  20.5%, -8.9%, -14.6%, 0.0%, -12.1%, -8.6%, -16.6%, i, .
Cc1ccccc1C(=O)N1CCN(c2ccc([N+](=O)[O-])c(NCc3cccnc3)c2)CC1
  0.0%, 3.6%, ?, -29.4%, 25.1%, 8.7%, ., i, 1.6%
CCc1cccc(C)c1NC(=O)c1cc2ccccc2o1
  ?, ., 0.0%, -18.7%, ?, -29.7%, 1.4%, ., .
CCC1CCCCN1CCCNC(=O)CSc1nc2nc(C)c(Cc3ccc(C)cc3)c(C)n2n1 (stereo unspecified)
  -10.4%, 4.6%, ?, i, ?, -2.2%, 23.4%, i, 0.0%
CN1CCN(c2ccc(NC(=O)c3cc(Cl)c4c(c3)OCCO4)cc2)CC1
  0.0%, 1.3%, -11.6%, 4.5%, ?, 6.7%, 26.7%, i, -3.7%
COc1ccc(CNS(=O)(=O)NCc2ccc(C)cc2)cc1OC
  -9.8%[0.397 µM], 2.0%, -2.9%, -26.6%, -15.9%, 5.2%, -7.5%, i, 1.0%
CCCCNC(=O)N1CCN(c2ccnc3cc(Cl)ccc23)CC1
  -9.8%, 3.2%, -2.2%, -6.3%, -7.7%, -19.4%, 9.0%, i, 0.6%
COc1ccc(NC(=O)NCCCN2CCCC2=O)c(OC)c1
  0.001µM*, ., -19.8%, -35.0%[inhibitor], 0.9%, -3.8%, 11.9%, ., 2.0%
Oc1cccc(CN2CCOCC2)c1O
  20.4%, 0.5%, -15.3%, i, 14.6%, 0.0%, ., i, .
CCCCCCOC(=O)Nc1ccc(S(=O)(=O)Nc2cccc([N+](=O)[O-])c2)cc1
  1.5%, 1.4%, 18.5%, -29.0%, ?, -3.2%, ., i, 0.9%

# High-throughput results from PubChem BioAssay.

# The list is partial, so the mix of outcomes need not match the whole.
